ADAM17 inh: inhibits human ADAM17. P78536. recombinant ADAM17, EDANS/DABCYL FRET peptide cleavage. inhibition, % at 6.95 µM. actives 0.83% (n = 370,000). AID 720648;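 active means inhibition above the mean of compounds lying between control limits plus 3 SD, set per campaign, cut at about 8.5% in these data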;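 further: 0% = DMSO-only wells as the low control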
ARFGAP1 inh: rat ARFGAP1 inhibition. Q62848. Arfgap1-stimulated ARF1 GTP hydrolysis, GDP FP detection. inhibition, % at 16.5 µM. actives 0.26% (n = 360,000). AID 651572;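 active means inhibition above a per-plate limit, mean inhibition of low control wells plus 3 SD, cut at about 25% in these data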;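 further: 0% = DMSO wells with enzyme and 100% = wells lacking Arfgap1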
Target sequence (Q62848 1-136 limits assumed): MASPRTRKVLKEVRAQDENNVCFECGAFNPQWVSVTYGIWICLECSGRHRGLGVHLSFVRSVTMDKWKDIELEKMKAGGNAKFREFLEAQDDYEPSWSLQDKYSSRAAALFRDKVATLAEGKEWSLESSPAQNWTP
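Material: truncated rat Arfgap1 GAP domain; Incubation: compound-enzyme preincubation 20 min, reaction 120 min, detection 60 min, 25 °C; Read-out: percent inhibition of Arfgap1-stimulated GTP hydrolysis; Technique: FP, GDP Alexa 633 tracer displaced from anti-GDP antibody, 620/688 nm; Controls: No-Arfgap1 wells (100%) versus DMSO full-reaction wells (0%); Replication: single well per compound.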
PLC-gamma1 inh: blocks human PLC-gamma1 enzyme activity. inhibition, % at 12.2 µM. purified PLC-gamma1, fluorogenic substrate, fluorescence. P19174. actives 0.84% (n = 370,000); in the data active means inhibition above about 9.5%
DDE Tn7 FP inh: disrupts Tn7 cyclic peptide binding to fibrin D-Dimer-E complex | inhibition, % at 8.3 µM | actives 0.13% (n = 370,000) | AID 720508 | P02675 | FP displacement of FITC-Tn7 peptide from fibrin DD(E); 0% = median of compound wells per plate;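 active means inhibition above the mean of compounds falling within the control limits plus 3 SD of them, cut at about 14% in these data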;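 further: 0% = plate median of compound wells and 100% = 10 µM Aha-Tn7 peptide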
Target sequence (P02675 whole entry, looked up): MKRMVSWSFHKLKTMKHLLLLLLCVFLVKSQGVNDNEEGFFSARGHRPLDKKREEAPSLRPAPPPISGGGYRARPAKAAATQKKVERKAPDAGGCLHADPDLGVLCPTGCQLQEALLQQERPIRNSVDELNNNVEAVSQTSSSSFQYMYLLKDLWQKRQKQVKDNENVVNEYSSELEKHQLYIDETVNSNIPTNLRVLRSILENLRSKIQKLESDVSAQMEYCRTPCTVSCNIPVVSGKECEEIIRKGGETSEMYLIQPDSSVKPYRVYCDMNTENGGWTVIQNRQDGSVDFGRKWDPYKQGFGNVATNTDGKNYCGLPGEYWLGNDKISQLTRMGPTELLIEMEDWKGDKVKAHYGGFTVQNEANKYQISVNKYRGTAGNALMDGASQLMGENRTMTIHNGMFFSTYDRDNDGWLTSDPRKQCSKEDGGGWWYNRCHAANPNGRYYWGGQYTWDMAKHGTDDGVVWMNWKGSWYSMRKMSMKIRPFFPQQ
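Test system – human fibrin DD(E) · Times – 10 min preincubation, 3 h with tracer, room temperature · Detection – fluorescence polarization of the labelled Tn7 tracer · Measure – percent inhibition normalized to high-control wells · Benchmarks – high control wells with 10 µM unlabelled Aha-Tn7 peptide (full inhibition) · Repeats – singlicate testing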
DDE Tn6 FP inh: inhibitors of Tn6 peptide binding to human fibrin DD(E); P02675; Fibrin DD(E) TRITC-Tn6 fluorescence polarization displacement; inhibition, % at 8.3 µM; actives 0.21% (n = 370,000); AID 720509;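 active means inhibition above a per-campaign cutoff: mean of compounds within control limits plus 3 SD, cut at about 15% in these data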;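 further: 0% = median of all compound wells on the plate and 100% = blocking peptide control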
TDP2 inh: TDP2 (human) inhibition, absorbance primary screen. actives 0.34% (n = 370,000). inhibition, % at 12.8 µM. recombinant TDP2, T5PNP hydrolysis, p-nitrophenol absorbance 415 nm. O95551;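 active means inhibition above the mean of all tested compounds plus 3 SD, set per campaign, cut at about 25% in these data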;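 further: 0% = DMSO with enzyme and 100% = buffer with substrate but no TDP2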
Target sequence (O95551 whole entry, looked up): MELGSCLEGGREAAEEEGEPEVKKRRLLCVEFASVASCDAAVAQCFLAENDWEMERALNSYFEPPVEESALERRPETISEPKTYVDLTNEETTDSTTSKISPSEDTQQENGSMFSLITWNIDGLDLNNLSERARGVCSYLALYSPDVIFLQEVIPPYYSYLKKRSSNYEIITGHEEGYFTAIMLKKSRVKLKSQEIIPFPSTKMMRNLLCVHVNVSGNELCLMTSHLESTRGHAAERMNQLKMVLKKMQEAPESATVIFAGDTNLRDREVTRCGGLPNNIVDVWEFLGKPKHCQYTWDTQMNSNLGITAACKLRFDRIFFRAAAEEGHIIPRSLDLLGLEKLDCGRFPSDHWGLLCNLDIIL
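Material: recombinant human TDP2; quantity: TDP2 enzyme at 120 nM final; medium: Tris-HCl pH 7.5 with MgCl2; compound: single concentration, 12.8 µM nominal, with 1% DMSO; incubation: 2 h enzyme incubation at 37 °C; signal: epi absorbance; measure: percent inhibition; benchmarks: high control without enzyme, low control DMSO plus TDP2; repeats: singlicate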
ASAP1 GAP inh: ASAP1 ArfGAP inhibition. inhibition, % at 16.5 µM. ASAP1-stimulated ARF1 GTP hydrolysis, GDP FP detection. AID 624377. actives 0.19% (n = 360,000); in the data active means inhibition above about 25%;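 further: 0% = vehicle with enzyme and substrate and 100% = no enzyme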
PLCb3 inh: PLC-beta3 (human) inhibition, primary screen. Q01970. Purified PLC-beta3, fluorogenic substrate, fluorescence. actives 0.18% (n = 370,000). inhibition, % at 12.2 µM; in the data active means inhibition above about 11%;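 further: 0% = median of compound wells on plate and 100% = full blocker control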
ADAM10 inh: inhibitors of human ADAM10; AID 720582; inhibition, % at 7 µM; recombinant ADAM10, EDANS/DABCYL FRET peptide cleavage, 3 h; actives 0.62% (n = 370,000);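 active means inhibition above a per-campaign cutoff equal to the mean of compounds falling between control-based bounds plus 3 SD, cut at about 20% in these data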;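 further: 0% = DMSO wells while the 100% control is not disclosed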
SIAE primary: human SIAE inhibition, primary screen; Q9HAT2; inhibition, % at 9.66 µM; SIAE FP-Rh probe binding, fluorescence polarization; actives 0.69% (n = 370,000);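 active means inhibition above a cutoff: mean of compounds within the control limits plus 3 SD of those, cut at about 17% in these data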;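 further: 0% = plate median of compound wells and 100% = probe without SIAE protein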
An asterisk follows results filed as active.

Second line of a record – ADAM17 inh	ARFGAP1 inh	PLC-gamma1 inh	DDE Tn7 FP inh	DDE Tn6 FP inh	TDP2 inh	ASAP1 GAP inh	PLCb3 inh	ADAM10 inh	SIAE primary
#1 CCN1CCCC1CNC(=O)c1cc2c(OC)cccc2[nH]1 (configuration not stated)
 : -35	-1	-124	0	-5	1	0	-195	-74	6
#2 OCC1C2c3ccccc3C(c3ccccc32)C1CO (configuration not stated)
 : 1	-1	-2	-4	-1	8	-16	-4	-2	9
#3 Cc1ccccc1CN(c1ccc(C(=O)Nc2cccnc2)cc1)S(C)(=O)=O
 : 2	-1	2	-1	11	-5	1	5	3	-5
#4 CC(=O)NCC(=O)NC(C(=O)Nc1ccc2c(c1)OCCO2)c1ccccc1 (configuration not stated)
 : -4	-3	0	-6	2	-7	-10	-1	0	-5
#5 N#Cc1c(/N=C\c2ccc(O)c([N+](=O)[O-])c2)sc2c1CCCC2
 : -2	0	1	2	0	5	-2	0	-8	2
#6 C/C(=N/N=C/c1ccccc1O)c1ccccc1O
 : -3	-7	3	-5	5	-10	16	-7	-9	2
#7 CC(=O)N1c2ccc(S(=O)(=O)N3CCCC(C(=O)NCc4ccc(Cl)cc4)C3)cc2CC1C (configuration not stated)
 : -3	-2	2	2	1	-6	-11	-3	9	-5
#8 COc1cccc(-n2nnc(S(=O)(=O)c3ccc(C)cc3)c2N)c1
 : -5	-6	1	3	1	8	0	-8	4	-3
#9 Cc1c(-c2ccc(Cl)cc2Cl)nc2ccccc2c1C(=O)NCCN1CCOCC1
 : -4	5	-3	1	9	-11	-1	-12	-11	7
#10 O=C(CN1CCc2ccccc21)NC(=O)NC1CCCCC1
 : 1	14	1	-3	6	-6	5	-6	2	3
#11 Cc1cc(Nc2ccc(Br)cc2)n2nc(C)nc2n1
 : -2	10	-2	5	-1	0	4	-4	-19	-8
#12 C=CC[n+]1ccn(-c2nc3ccccc3nc2[N-]S(=O)(=O)c2cccs2)c1
 : -94	-1	-118	1	5	-2	-5	-170	-261	-12
#13 Clc1ccccc1N/N=C/c1ccc2c(c1)OCO2
 : 2	1	1	3	2	-6	0	0	-8	11
#14 C#CCOCCOCCOCCNc1nc(N2CCN(C(=O)[C@H]([C@@H](C)CC)n3cc([C@@H](N)CC(C)C)nn3)CC2)nc(N2CCN(C(=O)[C@H](Cc3ccc(O)cc3)n3cc([C@@H](N)C(C)CC)nn3)CC2)n1 (some centres not stated)
 : -4	-7	4	8	0	-1	4	3	1	-9
#15 Cc1cc(C)cc(NC(=O)N2CCNC(=O)C2CC(=O)Nc2cc(Cl)ccc2Cl)c1 (configuration not stated)
 : 2	9	0	6	16*	5	-3	-4	15	-2
#16 O=C(NCCc1ccccc1)c1ccc(Cl)nc1
 : -6	-4	1	-4	5	-1	1	-2	-2	3
#17 CC1(C)OC(=O)C2=C(C[C@@H](CCOCc3ccccc3)O[C@@H]2c2ccc(F)cc2)O1
 : -2	5	1	2	-2	9	5	1	5	3
#18 O=C(CSc1nc2ccccc2c(=O)n1Cc1ccccc1)Nc1ccc(Br)cc1C(=O)O
 : 1	-4	-3	-3	4	14	-4	-14	7	-26
#19 O=C(O)c1ccc(NC2=Nc3cccc4cccc2c34)cc1
 : -23	4	-212	0	-3	-1	-6	-296	-58	2
#20 COc1ccccc1NCC(=O)NNC(C)C(=O)Nc1cccc(Cl)c1 (configuration not stated)
 : -6	5	2	4	-3	2	-3	-8	-6	1
#21 CCOC(=O)N1CCN(C(=O)C[C@@H]2C[C@@]3(C(=O)OCC)CCCC=C3N(CCc3ccc(OC)c(OC)c3)C2=O)CC1
 : -3	6	-2	0	0	3	3	2	-4	-1
#22 Nc1nc(Nc2cccc3ccccc23)nc(C2CCCC2=O)n1 (configuration not stated)
 : -7	-3	0	5	4	6	7	-2	-6	2
#23 O=C(OCc1ccccn1)C1CCN(C(=O)c2ccc(Cl)cc2)CC1
 : -1	4	-1	3	-3	8	-8	-3	-8	10
#24 CCCC(=O)NNC(=O)CCC(=O)NCc1ccccc1
 : -6	4	0	-5	8	9	10	0	-3	0
#25 O=C(Cn1nc(CNc2ccc(Cl)cc2)[n+]2c1CCCCC2)c1ccccc1
 : 2	-7	7	0	-2	-5	0	7	3	-1
#26 CCOC(=O)Cn1c(=O)oc2cc(S(=O)(=O)N3CCc4ccccc43)ccc21
 : -1	-14	3	4	2	-3	3	3	-8	0
#27 O=C(COC(=O)CSc1ccc(Cl)cc1)NCCc1ccccc1
 : 1	-3	-3	-10	-5	-9	14	-2	-1	3
#28 CCc1nnc(NC(=O)c2c(C)nn(-c3ccccc3)c2Cl)s1
 : -3	3	-2	-2	-1	-2	4	-1	-5	6
#29 CS(=O)(=O)N1CCN(C(=O)c2ccc(Br)s2)CC1
 : -2	13	1	-3	0	-1	-5	1	0	2
#30 COc1ccc(CCN2C(=O)c3cccnc3C2=O)cc1OC
 : -3	2	2	0	-10	17	6	5	-6	-4
#31 COc1ccc(-c2noc(CCC(=O)NCC3CCCO3)n2)cc1 (configuration not stated)
 : -2	-4	3	-1	-11	7	-1	-3	-6	-1
#32 COc1cc(CNCc2cc(OC)ccc2OC)cc(OC)c1
 : -2	-1	-1	-4	-10	-11	0	-4	-3	6
#33 Cc1ccccc1OCC(=O)OCC(=O)NCc1ccccc1
 : -2	1	-1	-4	6	-7	-11	-1	-5	1
#34 O=C(OCC(=O)N1CCC(Cc2ccccc2)CC1)c1cc(Br)ccc1O
 : -3	16	-1	-6	-5	4	6	-5	-8	6
#35 Cc1ccc(NC(=O)c2ccc3snnc3c2)cc1C
 : -5	4	1	-1	3	-7	-1	-8	-7	4
#36 COc1ccccc1OCCNC(=O)c1cccc(S(=O)(=O)N2CC(C)OC(C)C2)c1 (configuration not stated)
 : -1	-3	3	-5	1	3	-8	-4	-2	-4
#37 Cc1ccc(S(=O)(=O)N2CCCCC2)cc1NC(=O)CCCOc1ccccc1
 : 3	10	-1	9	3	5	2	-8	-9	5
#38 CCCCn1c(N)c(N(CC(C)C)C(=O)c2c(-c3ccccc3)noc2C)c(=O)[nH]c1=O
 : -4	4	-3	2	1	-3	12	-20	-3	6
#39 N#CCC(=O)Nc1ccc(C(=O)OCC(=O)N2CCN(C(=O)c3ccco3)CC2)cc1
 : -3	-16	-3	11	4	2	-21	-11	-9	-2
#40 CN(C)CCN1CCN(C2CN(Cc3ccc([N+](=O)[O-])cc3)S(=O)(=O)C2)CC1 (configuration not stated)
 : -5	-13	1	8	5	2	-15	4	-3	7
#41 Cc1ccc(OCC(O)Cn2c(NCCc3ccccc3)nc3c2c(=O)[nH]c(=O)n3C)cc1 (configuration not stated)
 : -1	0	0	-1	-3	3	-2	5	9	2
#42 CCOc1ccc(-c2nnn(CC(=O)NCc3ccc(C)cc3)n2)cc1
 : 1	7	1	-2	0	-6	-2	0	0	-1
#43 CC(=O)c1ccc(-n2c(C)ccc2-c2ccccc2)cc1
 : -4	3	-6	6	-6	0	-4	-5	-6	1
#44 OC(COc1ccc2c(c1)CCC2)CN1CCN(c2cccc(Cl)c2)CC1 (configuration not stated)
 : 8	8	-1	-1	5	-11	-8	-1	5	-1
#45 Cc1cccn2cc(-c3ccc(F)cc3)nc12
 : -13	11	-2	-3	-8	6	-4	-7	-45	3
#46 COc1ccc(-n2nc(C(=O)O)c3ccccc3c2=O)c(OC)c1
 : 0	1	0	1	0	-13	-12	2	6	-12
#47 CCOc1cc(C(c2c(C)[nH][nH]c2=O)c2c(C)[nH][nH]c2=O)cc(Br)c1OC
 : -2	8	2	-2	9	-1	-3	-2	9	5

An excerpt of these results, screen by screen.
[40] CN(C)CCN1CCN(C2CN(Cc3ccc([N+](=O)[O-])cc3)S(=O)(=O)C2)CC1 (configuration not stated)
[41] Cc1ccc(OCC(O)Cn2c(NCCc3ccccc3)nc3c2c(=O)[nH]c(=O)n3C)cc1 (configuration not stated)
[42] CCOc1ccc(-c2nnn(CC(=O)NCc3ccc(C)cc3)n2)cc1
[43] CC(=O)c1ccc(-n2c(C)ccc2-c2ccccc2)cc1
[44] OC(COc1ccc2c(c1)CCC2)CN1CCN(c2cccc(Cl)c2)CC1 (configuration not stated)
[45] Cc1cccn2cc(-c3ccc(F)cc3)nc12
[46] COc1ccc(-n2nc(C(=O)O)c3ccccc3c2=O)c(OC)c1
[47] CCOc1cc(C(c2c(C)[nH][nH]c2=O)c2c(C)[nH][nH]c2=O)cc(Br)c1OC

assay / compound | 40 | 41 | 42 | 43 | 44 | 45 | 46 | 47
ADAM17 inh | -5 | -1 | 1 | -4 | 8 | -13 | 0 | -2
ARFGAP1 inh | -13 | 0 | 7 | 3 | 8 | 11 | 1 | 8
PLC-gamma1 inh | 1 | 0 | 1 | -6 | -1 | -2 | 0 | 2
DDE Tn7 FP inh | 8 | -1 | -2 | 6 | -1 | -3 | 1 | -2
DDE Tn6 FP inh | 5 | -3 | 0 | -6 | 5 | -8 | 0 | 9
TDP2 inh | 2 | 3 | -6 | 0 | -11 | 6 | -13 | -1
ASAP1 GAP inh | -15 | -2 | -2 | -4 | -8 | -4 | -12 | -3
PLCb3 inh | 4 | 5 | 0 | -5 | -1 | -7 | 2 | -2
ADAM10 inh | -3 | 9 | 0 | -6 | 5 | -45 | 6 | 9
SIAE primary | 7 | 2 | -1 | 1 | -1 | 3 | -12 | 5
